Screening results deposited in PubChem by National Center for Advancing Translational Sciences (NCATS).
D2 antag = antagonists of human D2 dopamine receptor | AID 485344 | actives 2% (n = 340,000) | HEK293 TREx D2 cells, calcium flux, dopamine EC80 | P14416 | inhibition, % at 10 µM; in the data active means inhibition above about 30%; further: 0% is about no effect
Target sequence (P14416 whole entry, looked up): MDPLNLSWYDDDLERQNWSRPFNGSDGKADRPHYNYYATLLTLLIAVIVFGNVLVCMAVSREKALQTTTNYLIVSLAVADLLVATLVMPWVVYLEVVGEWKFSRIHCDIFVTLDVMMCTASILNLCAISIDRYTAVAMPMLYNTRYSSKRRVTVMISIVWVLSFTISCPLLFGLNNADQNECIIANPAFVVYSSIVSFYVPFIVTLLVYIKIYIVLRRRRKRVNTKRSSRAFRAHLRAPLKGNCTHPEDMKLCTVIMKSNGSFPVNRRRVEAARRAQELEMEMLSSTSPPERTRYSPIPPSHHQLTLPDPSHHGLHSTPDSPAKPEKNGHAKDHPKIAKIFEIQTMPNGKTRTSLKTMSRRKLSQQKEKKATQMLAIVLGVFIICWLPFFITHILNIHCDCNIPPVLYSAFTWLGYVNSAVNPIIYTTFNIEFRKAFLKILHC
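Antagonism is scored as inhibition of an EC80 dopamine-evoked calcium signal in a force-coupled, tetracycline-inducible HEK293 T-REx D2 line, with compound present 180 s before agonist.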
TRHR PAM = allosterically enhances the human TRH receptor. P34981. TRHR cells, fluo-8 calcium fluorescence, EC20 TRH enhancement. enhancement, % at 2 µM. actives 0.66% (n = 360,000). AID 493056; in the data active means enhancement above about 30%; further: 0% is about no effect
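Enhancer read-out: after compound pinning and an initial kinetic agonist-mode read, an EC20 of TRH (10 nM final) was injected and fluo-8 calcium signal (Ex 480/Em 530) followed at 1 s/cycle for 100 cycles in TRHR-expressing cells.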
mIDH1 inhibitor = human IDH1 R132H inhibition | IDH1-R132H enzyme, NADPH consumption, diaphorase/resazurin fluorescence | Potency, µM (titrated, usually from 76.6 µM), without a hit: top-dose activity change, negative = inhibition, usual class: inhibitors | actives 0.093% (n = 390,000) | AID 602179; further: potency means the concentration at half of the fitted maximal effect; on the % scale 0 is the no-effect control and ±100 the full control effect; nearly all actives have a fitted effect of over 65% in size
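IDH1-R132H (0.5 ug/mL dispensed) in pH 7.5 Tris buffer was preincubated 30 min with compound, then given a substrate mix of 0.016 mM NADPH and 2 mM alpha-KG for 80 min at room temperature; remaining NADPH was read by diaphorase/resazurin fluorescence.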
TRHR agonist = TRH receptor (human) agonism. actives 0.18% (n = 360,000). activation, % at 2 µM. TRHR cells, calcium flux fluo-8, FDSS agonist mode. AID 493084. P34981; in the data active means activation above about 30%; further: 0% is about no effect
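TRHR-expressing cells loaded with fluo-8 calcium dye; 23 nL library compound pin-transferred, kinetic FDSS fluorescence (Ex 480/Em 530) recorded about 180 s for agonist-induced calcium release, before a 10 nM TRH EC20 addition for potentiator mode.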
USP1-UAF1 inh = USP1/UAF1 (human) deubiquitinase inhibition; actives 0.23% (n = 390,000); recombinant USP1/UAF1, Ub-Rhodamine cleavage fluorescence; Potency, µM (highest dose often 57.1 µM), for the others: at the top dose activity change, negative = inhibition, actives largely listed as inhibitors; AID 743255; further: potency means the concentration at half of the fitted maximal effect; on the % scale 0 is the no-effect control and ±100 the full control effect; nearly all actives have a fitted effect of over 60% in size; inactives centre near -12
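In this screen, compounds sit with the deubiquitinase complex (1nM) for 15 min at room temperature before Ub-Rho is added at 150nM final. Fluorescence rise is then followed for 6 reads every 60 seconds.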
Pin1 inh = inhibitors of human Pin1. Pin1 FP peptide displacement, HiFluor488, 10 min. Potency, µM (series often up to 115 µM), without a hit: top-dose activity, negative = inhibition, most hits filed as inhibitors. actives 0.009% (n = 390,000); active means well fitted inhibition curve with a large enough effect in the polarisation, with a control signal flat, not every such curve was filed as active; inconclusive means small, poorly fitted or top-dose-only effect, or effect the other way, or a change in a side signal; inactive means no such curve, though single readings can be large or run the other way; the % refers to the polarisation; further: potency means the concentration at half of the fitted maximal effect; on the % scale 0 is the no-effect control and ±100 the full control effect
TrxR1 substrate = is turned over as a substrate by rat TrxR1. Potency, µM (highest dose often 114 µM), for the others: at the top dose activity change, negative = substrate turnover. actives 0.01% (n = 390,000). AID 588456. purified TrxR1 substrate turnover, NADPH consumption readout; further: potency means the concentration at half of the fitted maximal effect; on the % scale 0 is the no-effect control and ±100 the full control effect; nearly all actives have a fitted effect of over 50% in size
Target sequence (O89049 whole entry, looked up): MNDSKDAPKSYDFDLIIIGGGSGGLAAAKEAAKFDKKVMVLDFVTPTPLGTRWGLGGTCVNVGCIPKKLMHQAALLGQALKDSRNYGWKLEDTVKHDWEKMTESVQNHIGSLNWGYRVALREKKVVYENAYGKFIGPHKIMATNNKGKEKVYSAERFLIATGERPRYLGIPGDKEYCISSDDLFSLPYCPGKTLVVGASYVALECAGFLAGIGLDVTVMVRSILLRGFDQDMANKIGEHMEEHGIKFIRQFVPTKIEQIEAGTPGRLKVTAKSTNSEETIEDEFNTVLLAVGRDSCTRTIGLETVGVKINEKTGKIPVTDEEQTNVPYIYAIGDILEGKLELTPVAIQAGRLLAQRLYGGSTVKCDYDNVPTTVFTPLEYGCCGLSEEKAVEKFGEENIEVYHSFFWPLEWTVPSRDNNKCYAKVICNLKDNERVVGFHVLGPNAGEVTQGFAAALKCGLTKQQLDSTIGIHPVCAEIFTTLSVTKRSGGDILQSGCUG
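Rat TrxR1, dispensed at 90 nM, was prereduced with 400 uM NADPH (final) for 5 min at ~22 deg C, then incubated with compound 15 min before 400 uM selenite. A first-read NADPH fluorescence drop versus no-compound background flagged substrates.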
D2 ag = activates the human D2 dopamine receptor. actives 0.53% (n = 340,000). HEK293 T-REx D2 cells, calcium flux agonist mode. activation, % at 2 µM. P14416;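 active means activation over 3 SD above normal in the single-dose calcium agonist read, cut at about 30% in these data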; further: 0% is about no effect
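Agonism is scored from calcium flux in a force-coupled, inducible HEK293 cell line expressing D2, read kinetically for 180 s after compound addition against dopamine controls.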
TrxR1 inh = rat TrxR1 inhibition; Potency, µM (titrated, usually from 114 µM), for the others: at the highest dose activity change, negative = inhibition, hits mostly inhibitors; recombinant rTrxR1, NADPH fluorescence consumption, selenite substrate; actives 1% (n = 390,000); O89049; further: potency means the concentration at half of the fitted maximal effect; on the % scale 0 is the no-effect control and ±100 the full control effect; nearly all actives have a fitted effect of over 65% in size
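Rat TrxR1 (90 nM in the dispensed reagent) was pre-reduced with 400 uM NADPH for 5 min at room temperature, then incubated with compound for 15 min. After 400 uM selenite was added, NADPH fluorescence (Ex 340/Em 450 nm) was followed for 8 min.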
An asterisk follows results filed as active; ? = inconclusive; . = no result given; [ ] = remark or other dose. Unless noted, the call rests on the fitted dose curve; in most records, active means well fitted inhibition curve with a large enough effect; inconclusive means small, poorly fitted or top-dose-only effect; inactive means no such curve, though single readings can be large or run the other way. This is a subset. The share of hits here may be higher or lower than overall.

Keys – A = D2 antag; B = TRHR PAM; C = mIDH1 inhibitor; D = TRHR agonist; E = USP1-UAF1 inh; F = Pin1 inh; G = TrxR1 substrate; H = D2 ag; I = TrxR1 inh
1	COc1cc2c(cc1OC)C(COc1ccc3c(C)cc(=O)oc3c1)N(C(=O)c1ccccc1F)CC2 (stereo not drawn)
  A = .; B = 1; C = 15%; D = 0.6; E = -7%; F = 15%; G = 26%; H = 0.0; I = 10%
2	Cc1ccc(C)c(Cn2ncc3ccccc32)c1
  A = -19; B = -1; C = 3%; D = 0.3; E = -16%; F = 3%; G = 0%[57.1 µM]; H = -1.0; I = -10%[57.1 µM]
3	CCCC(=O)Nc1nnc(SCc2cc(=O)c3cc(C)ccc3[nH]2)s1
  A = .; B = 1; C = -12%; D = -0.1; E = 9%; F = 5%; G = -6%[57.1 µM]; H = -0.1; I = 4%[57.1 µM]
4	CN1CCN(S(=O)(=O)c2ccc(NC(=S)NC(=O)C3CCCCC3)cc2)CC1
  A = 13; B = -1; C = 0%; D = 0.8; E = -17%; F = 1%; G = -1%; H = 2.0; I = -10%
5	O=S(=O)(O)c1ccc(NN=Cc2ccccc2O)cc1
  A = .; B = .; C = 16%; D = .; E = 3%; F = -2%; G = -15%[57.1 µM]; H = .; I = -26%[57.1 µM]
6	COc1ccc(S(=O)(=O)N2CCC(C(=O)NCc3ccncc3)CC2)cc1
  A = 13; B = 6; C = -6%; D = 0.5; E = -11%; F = -5%; G = 3%; H = 0.1; I = 7%
7	Cc1c(NC(=O)CSc2nnc(-c3cccnc3)n2N)c(=O)n(-c2ccccc2)n1C
  A = 7; B = -1; C = 5%; D = 2.3; E = -8%; F = 9%; G = 3%; H = 0.3; I = 15%
8	COc1ccccc1C1/C(=C(\O)c2ccc3c(c2)OCCO3)C(=O)C(=O)N1CCCN(C)C (stereo not drawn)
  A = -3; B = -1; C = .; D = 0.8; E = .; F = .; G = .; H = 0.0; I = .
9	C=CCn1c(COc2ccc(F)cc2)nnc1SCC(=O)N1CC(=O)Nc2ccccc21
  A = -3; B = 15; C = 0%; D = -0.2; E = -2%; F = 3%; G = 7%; H = -0.4; I = 13%
10	CCOc1ccccc1C(=O)NCC(=O)OCc1c(C)noc1C
  A = 4; B = 4; C = 4%; D = -0.1; E = 4%; F = -2%; G = -2%; H = 1.4; I = 4%
11	C=CCNC(=S)Nc1sc2c(c1C#N)CCCC2
  A = -8; B = -1; C = 5%; D = -0.3; E = -10%; F = 28%; G = 6%[57.1 µM]; H = -0.8; I = 8%[57.1 µM]
12	CCCCNC(=O)c1nn(-c2ccc(C)cc2)c(=O)c2c1c1ccccc1n2C
  A = .; B = -3; C = .; D = 0.7; E = -17%; F = 8%; G = 3%; H = -0.1; I = 0%
13	CCCCc1nn2c(=O)cc(COC(=O)c3ccc(NC(=O)C(CC)CC)cc3)nc2s1
  A = .; B = 0; C = -13%; D = -0.6; E = -13%; F = 2%; G = -3%[57.1 µM]; H = 1.0; I = 2%[57.1 µM]
14	Cc1nnc(NCc2ccc(Cl)cc2)c2c1nnn2Cc1ccc(F)cc1
  A = .; B = 2; C = -5%; D = -0.3; E = ?; F = -4%; G = 1%; H = 1.3; I = 29%
15	CCc1[nH]nc(C(=O)N2CCCC(CO)(Cc3ccc(F)cc3F)C2)c1C (stereo not drawn)
  A = -4; B = -3; C = 3%; D = -0.1; E = -23%; F = -9%; G = 0%; H = -0.1; I = 8%
16	CSc1nsc(SCC(=O)NCc2ccccc2)n1
  A = -1; B = 2; C = -3%; D = 0.2; E = 6%; F = -1%; G = -4%[57.1 µM]; H = -0.4; I = 1%[57.1 µM]
17	Nc1ncc(Br)cc1S(=O)(=O)NCCc1ccccc1
  A = -24; B = 3; C = -5%; D = -0.4; E = -25%; F = 0%; G = 10%; H = -0.1; I = 15%
18	Cc1ccc(CCN2CC(C(=O)NCCN(C)C)CC2=O)cc1 (stereo not drawn)
  A = -2; B = 0; C = -1%; D = 0.0; E = -18%; F = 2%; G = 0%; H = -0.2; I = 10%
19	Cc1ccccc1N1CCN(C(=O)c2cc(C3CC3)nn2-c2ccccc2)CC1
  A = -2; B = 5; C = -3%; D = -0.5; E = -10%; F = 15%; G = -7%; H = 0.2; I = 7%
20	COCC(=O)NCc1nc2ccccc2[nH]1
  A = -9; B = -6; C = 2%; D = 0.8; E = -15%; F = -3%; G = 10%; H = 0.5; I = 19%
21	O=C(/C=C/c1ccc(Cl)cc1)Nc1nc(-c2cccs2)ns1
  A = .; B = 15; C = 7%; D = 1.0; E = 8%; F = 11%; G = 17%; H = 2.1; I = 13%
22	CS(=O)(=O)c1ccc2nc(NC(=O)Cc3ccccc3)sc2c1
  A = 0; B = 6; C = -7%; D = 0.8; E = -8%; F = -3%; G = -5%; H = 0.1; I = 11%
23	O=S(=O)(Nc1nc(-c2ccccc2)cs1)c1cccc(C(F)(F)F)c1
  A = -9; B = -2; C = -1%; D = -1.6; E = -15%; F = -5%; G = -3%; H = -2.5; I = -3%
24	Cc1cccc(C)c1OCC(=O)Nc1cccc(C(=O)O)c1
  A = 1; B = 1; C = -5%; D = -0.5; E = -9%; F = 6%; G = 7%[57.1 µM]; H = -1.8; I = 21%[57.1 µM]
25	Cn1nnnc1SCC(=O)N1CCN(C(=O)c2ccco2)CC1
  A = -7; B = 3; C = -8%; D = -0.7; E = -9%; F = -1%; G = 0%; H = -2.5; I = 23%
26	N#Cc1ccc(NC(=O)CCc2ccc(S(=O)(=O)N3CCOCC3)cc2)cc1
  A = -14; B = 0; C = 0%; D = 0.0; E = -14%; F = -3%; G = -4%; H = 0.8; I = -12%
27	COc1ccc(N(C(=O)c2cccc(C)c2)S(=O)(=O)c2ccc(C)cc2)cc1
  A = .; B = 18; C = -4%; D = -0.4; E = -7%; F = 21%; G = 3%; H = 0.1; I = 24%
28	C/C(=N\N1CCN(Cc2ccc(Cl)cc2)CC1)c1ccc([N+](=O)[O-])cc1
  A = .; B = -12; C = 2%; D = -0.6; E = -20%; F = 0%; G = -5%; H = .; I = 8%
29	CCC1CCCCN1C(=O)CSc1nc(C)cc(C)n1 (stereo not drawn)
  A = 4; B = 3; C = -7%; D = 0.1; E = -8%; F = -1%; G = 2%; H = -0.4; I = 10%
30	Cc1ccc(N(C(=O)COc2ccccc2C)S(=O)(=O)c2ccc(Cl)cc2)cc1
  A = .; B = -4; C = -15%; D = 0.4; E = -8%; F = 1%; G = 6%; H = 0.8; I = 21%

Shown bar-delimited: entries from further up
item | Molecule | D2 antag | TRHR PAM | mIDH1 inhibitor | TRHR agonist | USP1-UAF1 inh | Pin1 inh | TrxR1 substrate | D2 ag | TrxR1 inh
18 | Cc1ccc(CCN2CC(C(=O)NCCN(C)C)CC2=O)cc1 (stereo not drawn) | -2 | 0 | -1% | 0.0 | -18% | 2% | 0% | -0.2 | 10%
19 | Cc1ccccc1N1CCN(C(=O)c2cc(C3CC3)nn2-c2ccccc2)CC1 | -2 | 5 | -3% | -0.5 | -10% | 15% | -7% | 0.2 | 7%
20 | COCC(=O)NCc1nc2ccccc2[nH]1 | -9 | -6 | 2% | 0.8 | -15% | -3% | 10% | 0.5 | 19%

Following part
Keys – A = D2 antag; B = TRHR PAM; C = mIDH1 inhibitor; D = TRHR agonist; E = USP1-UAF1 inh; F = Pin1 inh; G = TrxR1 substrate; H = D2 ag; I = TrxR1 inh
31	CCOC(=O)c1c(C)oc2nc(C)nc(NCc3cccc(OC)c3)c12
  A = .; B = 11; C = -7%; D = 0.5; E = -35%; F = 17%; G = -7%; H = -0.5; I = 17%
32	COc1cc(NCCCn2cnc(C(=O)Nc3ccc(C)c(C)c3)n2)cc(OC)c1OC
  A = .; B = .; C = 1%; D = .; E = -22%; F = -7%; G = -2%; H = .; I = -9%
33	Cc1cc(NS(=O)(=O)N(C)C)ccc1C(C)C
  A = .; B = 25; C = 2%; D = -0.4; E = -19%; F = 0%; G = 7%; H = .; I = 19%
34	Cc1ccccc1/C=N/NC(=O)c1sccc1C
  A = 11; B = 13; C = -5%; D = 0.1; E = -4%; F = -3%; G = 3%; H = 0.4; I = 13%
35	CCCc1nc(-c2ccc(-c3ccc(F)cc3)cc2)no1
  A = -16; B = -6; C = 5%; D = 0.5; E = -16%; F = -8%; G = 4%; H = 0.2; I = 23%
36	Cc1ccc(C)c2[nH]c(=O)c(CN(CCN3CCCC3)C(=O)Nc3ccc(F)cc3)cc12
  A = -32; B = 2; C = 6%; D = -0.9; E = -19%; F = 8%; G = -2%; H = -0.8; I = -6%
37	Cc1ccc(-c2noc(CNC(=O)COc3ccccc3C)n2)cc1
  A = -9; B = -2; C = 9%; D = -0.1; E = -11%; F = 23%; G = -2%; H = -0.3; I = 1%
38	NC(=O)C1CCN(CC(=O)Nc2nc(-c3ccccc3)cs2)CC1
  A = 2; B = 21; C = 5%; D = -0.9; E = 3%; F = 0%; G = -5%; H = -2.6; I = -5%
39	O=C(N/N=C/c1cccnc1)c1cc(C2CC2)nc2ccccc12
  A = -2; B = 7; C = 4%; D = -1.6; E = -24%; F = -6%; G = -4%; H = -1.3; I = 6%
40	O=c1cc(COc2ccccc2[N+](=O)[O-])nc2sccn12
  A = -17; B = 4; C = 5%; D = 0.1; E = -17%; F = 0%; G = -1%; H = -1.3; I = 8%
41	O=C(NCc1ccco1)c1cc(-c2ccccc2)c(N2CCOCC2)s1
  A = 6; B = 11; C = 1%; D = -0.5; E = -21%; F = 3%; G = -10%; H = -1.0; I = -7%[57.1 µM]
42	Cc1ccc(S(=O)(=O)NNC(=O)c2ccc(F)cc2)cc1
  A = -10; B = 2; C = 4%; D = -0.1; E = -8%; F = -3%; G = -6%; H = -1.3; I = 0%
